Dengue-2 NS5 capping – flavivirus cap methylation enzyme inhibition – biochemical, confirmation dose response, primary screen (AID 588689). one-dose inhibition, % at 25 µM; IC50 in µM for titrated hits. Dengue-2 NS5 methyltransferase capping enzyme assay, biochemical; higher % means a stronger effect. hit rate 0.3% among 340,000; in the data active = a potency from the dose series
Dengue-2 NS5 capping pilot replicate – also measured in Dengue-2 NS5 capping; calls as there; inhibition, %; measured here: pilot screen replicate inhibition
Numbers without * were called inactive. Only part of the results is shown; the hit share may differ from the screen's.

SMILES	Dengue-2 NS5 capping	others
N#Cc1ccc(CN2CCN(C(=O)CCNS(=O)(=O)c3ccc(F)c(F)c3)CC2)cc1	-7%
Cc1ccc(C)c(NC(=O)CN2C(=O)NC(C)(c3ccc4c(c3)OCCO4)C2=O)c1 (stereo not given)	0%
O=C(NC1CCC(O)CC1)C1CCN(S(=O)(=O)c2c(Cl)cccc2Cl)CC1 (stereo not given)	-7%
Cc1ccccc1S(=O)Cc1ccc(C(=O)N2CCN(C3CCCCC3)CC2)o1 (stereo not given)	-2%
COc1cc(OC)c(OC)cc1/C=C/C(=O)OCC(=O)Nc1c(C)n(C)n(-c2ccccc2)c1=O	2%
CCCCN1CCC(CN2C(=O)C(=O)NC[C@@H]2Cc2ccccc2)CC1	8%	Dengue-2 NS5 capping pilot replicate=1.8
O=C(CCN1C(=O)C2CC=CCC2C1=O)Nc1ccc(S(=O)(=O)N2CCCCC2)cc1 (stereo not given)	-2%
COc1ccc(CCNS(=O)(=O)CCNC(=O)c2ccc3c(c2)OCO3)cc1OC	-1%
CC1CCCCC1NC(=O)COC(=O)CCC(=O)c1cccs1 (stereo not given)	-14%
CCCCn1nc(C(=O)Nc2ccccc2N2CCCC2)c2ccccc2c1=O	-13%

Retrieved by structure from the entries so far:
SMILES	Dengue-2 NS5 capping	others
CCCCN1CCC(CN2C(=O)C(=O)NC[C@@H]2Cc2ccccc2)CC1	8%	Dengue-2 NS5 capping pilot replicate=1.8
Cc1ccc(C)c(NC(=O)CN2C(=O)NC(C)(c3ccc4c(c3)OCCO4)C2=O)c1 (stereo not given)	0%

(cont.)
SMILES	Dengue-2 NS5 capping	others
CC(=O)Nc1ccc(C(=O)OCC(=O)c2ccc(S(=O)(=O)N3CCCCC3)cc2)cc1	0%
CC(C)NC(=O)Nc1ccc2c(c1)C(=O)N([C@@H](C)CO)C[C@@H](C)[C@H](CN(C)Cc1ccccc1)OCCCC[C@H](C)O2	1%
O=C1[C@H]2[C@@H](c3ccc(C(F)(F)F)cc3)N[C@]3(CCCN(Cc4ccc(F)cc4)C3=O)[C@H]2C(=O)N1Cc1ccccc1	-3%
CCN(CC(=O)NCc1cccs1)C(=O)/C=C/c1cccc(OC)c1OC	1%
Cc1ccc(N2CC(O)CSC2=Nc2ccccc2)cc1 (stereo not given)	1%
COc1ccc(NC(=O)C2CC3C=CC2C3)c([N+](=O)[O-])c1 (stereo not given)	5%
CC(NC(=O)COC(=O)/C=C/c1cccc(F)c1)c1ccccc1 (stereo not given)	-1%
COc1ccc(N2N=NN(C(C)C)C2=C(Cl)c2nnnn2-c2ccc(OC)cc2)cc1	-3%
COC(=O)c1ccc2c(=O)[nH]c(COC(=O)c3cccc(S(=O)(=O)N4CCOCC4)c3)nc2c1	6%
CC[C@@]1(C(=O)OC)N[C@H](CN(C)C(=O)c2ccc(F)cc2)[C@@H]2C(=O)N(C)C(=O)[C@@H]21	0%	Dengue-2 NS5 capping pilot replicate=-2.7
CCOC(=O)C1=C(COC(=O)c2cccc(NC(C)=O)c2)NC(=O)NC1C (stereo not given)	4%
O=C(O)c1cc(S(=O)(=O)N2CCN(S(=O)(=O)c3ccc4ccccc4c3)CC2)ccc1Br	3%
CC1(C)CC2CC(C)(CN2C(=O)COC(=O)c2ccccc2C(F)(F)F)C1 (stereo not given)	3%
CCOC(=O)c1ccc(N(CC2CO2)S(=O)(=O)c2ccc(C)cc2)cc1 (stereo not given)	-2%
O=C(CSc1nnc(Cc2ccccc2)o1)c1ccc2c(c1)OCO2	-4%
Cc1cc(C(=O)N2CCN(c3ccccc3O)CC2)c(C)o1	-2%
Cc1ccc(S(=O)(=O)N2CC3(O)CN(C(=O)OC(C)C)N(C(=O)OC(C)C)CC3(OC(=O)Nc3c(C)noc3C)C2)cc1 (stereo not given)	-5%
CC(C)(C)Cc1c(-c2ccc(Cl)cc2)nc2ccc(Cl)cn12	3%
Cc1cc(C)c(S(=O)(=O)N2CCN(C(=O)C3CCCO3)CC2)c(C)c1 (stereo not given)	-3%
CC(C)(C)OC(=O)N[C@@H](C(=O)OC(C)(C)C)c1ccc(Br)cc1	-15%
COc1ccc(-c2nn(-c3ccccc3)cc2C(=O)NC(=S)N2CCOCC2)cc1OC	-7%
Cc1sc2nc(CSC(C)C(=O)Nc3cc(S(C)(=O)=O)ccc3Cl)[nH]c(=O)c2c1C (stereo not given)	-7%
O=C1C=CC2C3C(=O)N(c4ccccc4)C(=O)C3C1N2Cc1ccccc1 (stereo not given)	-44%
O=c1[nH]n(-c2ccccc2)c(=O)cc1Cl	-2%
Cc1ccc(C(=O)c2c3ccc(C(F)(F)F)cc3nn2CCC(N)=O)cc1	-2%
CCc1ccc(C(=O)C(C)OC(=O)CN2C(=O)NC3(CCCC3)C2=O)cc1 (stereo not given)	4%
COc1cccc(-c2nn(-c3ccc(F)cc3)cc2C(=O)NCC2CCCO2)c1 (stereo not given)	-6%
CCCOc1ccccc1OCC(=O)Nc1cccc(S(=O)(=O)NC2=NCCC2)c1	-15%
CN(CC(=O)Nc1ccc2c(c1)OCCO2)Cc1nc2ccccc2c(=O)[nH]1	1%
CC1CCCCC12NC(=O)N(CC(=O)OCc1ccc(Br)cc1)C2=O (stereo not given)	-3%
CSc1ncnc2c1ncn2CCCN1CCN(c2ncccn2)CC1	3%
COCCN(C(=O)C1CC(=O)N(Cc2ccccc2)C1)c1nc(-c2ccc([N+](=O)[O-])cc2)cs1 (stereo not given)	1%
COc1cccc(C2c3c(oc4ccccc4c3=O)C(=O)N2Cc2ccco2)c1 (stereo not given)	-2%
C[C@H](CO)N1C[C@H](C)[C@@H](CN(C)Cc2ccc(Oc3ccccc3)cc2)Oc2c(NS(=O)(=O)c3cn(C)cn3)cccc2C1=O	2%
Nc1cc(C(=O)N2CCN(c3cccc(Cl)c3)CC2)ccc1N1CC2CC(C1)c1cccc(=O)n1C2 (stereo not given)	7%
Cc1noc(C)c1NC(=O)Nc1ccc2c(c1)C(=O)N([C@H](C)CO)C[C@H](C)[C@@H](CN(C)C(=O)Nc1ccc3c(c1)OCO3)O2	-3%
CCN1CCN(C(=O)/C=C/c2ccc(C(C)C)cc2)CC1	0%
O=C(OCC(=O)N1CCCc2ccccc21)c1cc(Br)ccc1O	10%
COc1ccc(NS(=O)(=O)c2cccc3ccccc23)cc1	-9%
COc1ccc(Cc2cc(NCc3ccccc3)c3ncn(C(C)C)c3c2)cc1	-6%
CSCCC(NC(=O)c1ccco1)C(=O)NCC(C)(C)N1CCOCC1 (stereo not given)	0%
CSCc1cccc(C(=O)OC(C)C(=O)Nc2c(C)n(C)n(-c3ccccc3)c2=O)c1 (stereo not given)	3%
Nc1ncnc2c1ncn2[C@@H]1O[C@H](CNS(=O)(=O)c2cc(S(=O)(=O)c3ccccc3)cs2)[C@@H](O)[C@H]1O	-5%	Dengue-2 NS5 capping pilot replicate=2.7
C[C@H]1CN([C@@H](C)CO)C(=O)CCCn2nncc2CO[C@@H]1CN(C)Cc1ccc(-c2ccccc2)cc1	1%
O=C(NCC1CCCO1)c1ccc(NC(=O)c2cccc(Cl)c2)cc1 (stereo not given)	-19%
O=[N+]([O-])c1ccc(Sc2ccc(F)cc2)nc1	-5%
CN(CC(=O)Nc1ccccc1Cl)C(=O)COC(=O)c1nc(Cl)ccc1Cl	-6%
O=C(COc1ccc(F)cc1Br)NCC1(N2CCCCC2)CCCCC1	2%
CCOC(=O)C1C(C(=O)OC)=C(C2=CCCCC2)c2ccccc2N1S(=O)(=O)C(F)(F)F (stereo not given)	2%	Dengue-2 NS5 capping pilot replicate=3.9
CCn1c(=O)[nH]c2cc(Cl)c(Cl)cc21	-4%
Carrying on.
SMILES	Dengue-2 NS5 capping	others
CC1CCN(C(=O)CCCl)c2ccccc21 (stereo not given)	-2%
CCCc1c(C(=O)N/N=C/c2c[nH]c3ccccc23)nnn1-c1nonc1N	-2%
CC(NC(=O)CCN1C(=O)c2ccccc2S1(=O)=O)c1ccccc1 (stereo not given)	-9%
CC(C)(C)NC(=O)C[C@H]1C[C@H](C(=O)N2CCCCC2)[C@@]2(CCc3ccccc3)c3[nH]c4ccc(Cl)cc4c3CCN2C1=O	-1%	Dengue-2 NS5 capping pilot replicate=-1.8
O=C(CSc1n[nH]c(-c2cccs2)n1)N1CCOCC1	-5%
CN(C)S(=O)(=O)n1cnc([C@@H]2[C@H]3C(=O)OC[C@@H]3C[C@@]23N=CN(Cc2ccccc2)C3=O)c1	3%
COc1cc(C(=O)N2CCN(c3cccc(Cl)c3)CC2)ccc1OCC(=O)N1CCOCC1	2%
CCC(CO)Oc1cc(NCc2ccncc2)c2ncn(C(C)C)c2c1 (stereo not given)	-3%
O=C(COC(=O)c1cnccn1)c1ccc(-c2ccccc2)cc1	-3%
CC1C(=O)N2CCCc3cc(NC(=O)c4ccccc4C(F)(F)F)cc1c32 (stereo not given)	-3%
O=C(COc1ccccc1F)Nc1ccc2[nH]c(=O)[nH]c2c1	-9%
Cc1ccc(C(=O)OCC(=O)Nc2ccc(C)c(S(=O)(=O)N3CCCCC3)c2)c(O)c1	8%
O=C(NCC(c1ccco1)N1CCCCC1)c1cc2c(s1)CCCC2 (stereo not given)	-9%
CN(CC(=O)Nc1cccc(F)c1)C(=O)/C=C/c1cn(Cc2ccccc2)nc1-c1cccnc1	-6%
Cc1ccc(C(C)C)cc1OCC(=O)N1CCN(C(=O)c2ccco2)CC1	8%
Cc1csc(=O)n1CC(=O)OCC(=O)Nc1ccc(F)c(F)c1F	-4%
O=C(COC(=O)/C=C/c1ccco1)NCc1ccc(Cl)cc1	-7%
O=C(Cc1cccc(NC(=O)C2CCN(C(=O)CCc3ccccc3)CC2)c1)Nc1cccc(C(=O)N2CCCC2)c1	-6%
CC(=O)Nc1ccc(S(=O)(=O)NCCC(=O)NCCCc2ccccc2)cc1	-9%
O=C(NCC(c1cccs1)N1CCOCC1)c1cn(-c2ccccc2)nc1-c1ccc(Cl)cc1 (stereo not given)	4%
CCOC(=O)C1CCCN(C(=O)c2ccc3[nH]c4c(c3c2)CC(C)CC4)C1 (stereo not given)	4%
Clc1ccc(C=NNc2ccccn2)c(Cl)c1	-5%
Cc1ccc(NC(=O)C2=CC=CN3CCS(=O)(=O)N=C23)cc1	0%
CN(C(=O)CSc1nnc(-c2cccnc2)o1)C1CCCCC1	3%
COc1cc(OC)cc(-c2oc(=O)c3cc(OC)c(OC)cc3c2C(F)(F)F)c1	-5%
COc1ccc(N2CC(C)(C)[C@H](CC(=O)Nc3ccccc3)C2=O)cc1	-2%
COc1ccc(NC(=O)CN(C)C(=O)c2sc3cc(Cl)ccc3c2Cl)cc1	-7%
O=C(CCCSCCCC(=O)NN=Cc1ccccc1)NN=Cc1ccccc1	0%
O=C(CCc1nc2ccccc2c(=O)[nH]1)Nc1cccc(S(=O)(=O)N2CCCCC2)c1	1%
COc1ccc(NC(=O)CN(C)C(=O)c2cc(-c3ccccc3)nc3ccccc23)cc1	6%
Cc1ccc2nc(NC(=O)C3CSC4(C)CCC(=O)N34)sc2c1 (stereo not given)	-2%
Cc1ccsc1C(=O)OCC(=O)NCc1ccccc1	-5%
CCCCN(C(=O)CSc1nc2ccccc2n1CC)C1CCS(=O)(=O)C1 (stereo not given)	-2%
Cc1ccccc1N=Cc1ccc[nH]1	-7%
COc1ccccc1C(=O)NCCC(=O)NCC(c1ccco1)N1CCCCC1 (stereo not given)	2%
CCOc1ccc(S(=O)(=O)NCCC(=O)NCCc2ccc(C(C)C)cc2)cc1	-1%
Nc1ccc2cc3ccccc3cc2c1	25%
O=C(COC(=O)c1nc(Cl)ccc1Cl)NCc1ccc(Cl)cc1	0%
O=C(COC(=O)/C=C/c1cccc(C(F)(F)F)c1)NC(=O)NCc1ccccc1	2%
Cc1ccc(C)c(S(=O)(=O)N2CCN(C(=O)CSC(=S)N3CCCC3)CC2)c1	3%
COc1cccc(CC(=O)OCC(=O)N(C)CC(=O)Nc2ccc(Cl)c(C(F)(F)F)c2)c1	-4%
CC(=O)Oc1ccc2cc(-c3cccnc3)c(=O)oc2c1	-5%
O=C(COC(=O)c1cc(S(=O)(=O)N2CCOCC2)ccc1Cl)NCc1ccccc1	4%

By substructure: the compounds so far with an NH in an aromatic ring
SMILES	Dengue-2 NS5 capping	others
COC(=O)c1ccc2c(=O)[nH]c(COC(=O)c3cccc(S(=O)(=O)N4CCOCC4)c3)nc2c1	6%
Cc1sc2nc(CSC(C)C(=O)Nc3cc(S(C)(=O)=O)ccc3Cl)[nH]c(=O)c2c1C (stereo not given)	-7%
O=c1[nH]n(-c2ccccc2)c(=O)cc1Cl	-2%
CN(CC(=O)Nc1ccc2c(c1)OCCO2)Cc1nc2ccccc2c(=O)[nH]1	1%
CCn1c(=O)[nH]c2cc(Cl)c(Cl)cc21	-4%
CCCc1c(C(=O)N/N=C/c2c[nH]c3ccccc23)nnn1-c1nonc1N	-2%
CC(C)(C)NC(=O)C[C@H]1C[C@H](C(=O)N2CCCCC2)[C@@]2(CCc3ccccc3)c3[nH]c4ccc(Cl)cc4c3CCN2C1=O	-1%	Dengue-2 NS5 capping pilot replicate=-1.8
O=C(CSc1n[nH]c(-c2cccs2)n1)N1CCOCC1	-5%
O=C(COc1ccccc1F)Nc1ccc2[nH]c(=O)[nH]c2c1	-9%
CCOC(=O)C1CCCN(C(=O)c2ccc3[nH]c4c(c3c2)CC(C)CC4)C1 (stereo not given)	4%
O=C(CCc1nc2ccccc2c(=O)[nH]1)Nc1cccc(S(=O)(=O)N2CCCCC2)c1	1%
Cc1ccccc1N=Cc1ccc[nH]1	-7%
